Bioassay records deposited in PubChem BioAssay by several laboratories.
rCAG binder: binds r(CAG) RNA repeats. r(CAG) RNA repeat, TO-PRO-1 dye displacement fluorescence. inhibition, % at 3 µM. 1.3% of 370,000 active;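 active = inhibition above the plate cutoff, the mean of all test compounds on that plate plus 3 SD, cut at about 35% in these data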;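 note: 0% = DMSO alone and 100% = 100 µM mitoxantrone as full dye displacement; higher means more dye released from RNA so lower well fluorescence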
ABHD4 inh: inhibitors of mouse ABHD4. purified mABHD4, FP-Rh probe fluorescence polarization. inhibition, % at 8.92 µM. 0.54% of 370,000 active;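 active = inhibition exceeding the mean over every tested compound plus 3 SD, cut at about 30% in these data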;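 note: 0% = plate median of compound wells and 100% = S159A mutant with DMSO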
Target sequence (Q8VD66 whole entry, looked up): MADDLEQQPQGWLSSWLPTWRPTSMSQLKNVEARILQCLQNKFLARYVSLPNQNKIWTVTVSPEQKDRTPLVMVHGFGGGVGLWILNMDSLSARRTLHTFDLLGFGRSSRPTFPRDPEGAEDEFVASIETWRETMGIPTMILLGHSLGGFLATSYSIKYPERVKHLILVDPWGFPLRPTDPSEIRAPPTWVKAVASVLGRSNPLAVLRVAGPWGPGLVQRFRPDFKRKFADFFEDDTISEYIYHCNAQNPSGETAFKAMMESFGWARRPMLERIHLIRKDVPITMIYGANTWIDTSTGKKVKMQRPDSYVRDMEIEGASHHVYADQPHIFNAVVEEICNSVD
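Assay system: wild-type mouse ABHD4 protein; compound: single nominal dose of 8.92 µM, 0.89% DMSO final; schedule: 45 min + 60 min at 25 °C; measured by: FP readout, ex 525 nm / em 598 nm; evaluation: % inhibition of FP-Rh probe binding versus controls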
PG9 binder: PG9 antibody binding by small molecule; AID 624416; inhibition, % at 6.7 µM; TR-FRET gp120-PG9 antibody binding; 0.43% of 360,000 active; in the data active = inhibition above about 8.5%
ARFGAP1 inh: inhibitors of rat ARFGAP1. Q62848. Arfgap1-stimulated ARF1 GTP hydrolysis, GDP FP detection. inhibition, % at 16.5 µM. 0.26% of 360,000 active. AID 651572;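 active = inhibition above a per-plate limit, mean inhibition of low control wells plus 3 SD, cut at about 25% in these data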;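 note: 0% = DMSO wells with enzyme and 100% = wells lacking Arfgap1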
Target sequence (Q62848 1-136 limits assumed): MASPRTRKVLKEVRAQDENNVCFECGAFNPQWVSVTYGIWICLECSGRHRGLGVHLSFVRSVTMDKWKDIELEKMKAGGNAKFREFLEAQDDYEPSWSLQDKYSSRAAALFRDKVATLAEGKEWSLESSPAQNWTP
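system = rat Arfgap1 catalytic domain, aa 1-136 | technique = FP, GDP Alexa 633 tracer displaced from anti-GDP antibody, 620/688 nm | compound = one concentration, 16.5 µM, DMSO 1.26% | medium = HEPES-based buffer, pH 7.5 | timing = compound-enzyme preincubation 20 min, reaction 120 min, detection 60 min, 25 °C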
SMARCA2 activ: activators of SMARCA2 function. 1% of 370,000 active. activation, % at 9.1 µM. MG213 cells, MMTV-luciferase reporter, dexamethasone, overnight; in the data active = activation above about 7.8%;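 note: 0% = vehicle wells and 100% = reference activator wells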
HTRA1 inh: blocks human HTRA1 serine peptidase | Q92743 | recombinant HTRA1, FP-rhodamine activity-based probe, fluorescence polarization | inhibition, % at 5.96 µM | 0.5% of 340,000 active | AID 504803; in the data active = inhibition above about 36%;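 note: 0% = enzyme with DMSO and 100% = wells lacking enzyme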
NR1D1 modulator: modulates human Rev-erb alpha binding to DNA; 0.79% of 370,000 active; activity, % at 10 µM; AID 1259318; Rev-erbα–FITC-DNA binding, fluorescence polarization, 90 min;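 active = activity above about 14%, limit read from the data; passing the limit was not always enough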;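 note: 0% = DMSO wells with 35 nM protein and 100% = DMSO wells with 750 nM protein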
GC-A act: GC-A (human) enzyme activation. HEK293 GC-A cells, cGMP TR-FRET, EC30 ANP; 0% at EC30 ANP, 100% saturating ANP. activation, % at 10 µM. 0.14% of 370,000 active. AID 1671463; in the data active = activation above about 40%
ASAP1 GAP inh: ASAP1 ArfGAP inhibition | Q9ULH1 | ASAP1-stimulated ARF1 GTP hydrolysis, GDP FP detection | inhibition, % at 16.5 µM | 0.19% of 360,000 active; in the data active = inhibition above about 25%;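 note: 0% = vehicle with enzyme and substrate and 100% = no enzyme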
Target sequence (Q9ULH1 325-724 limits assumed): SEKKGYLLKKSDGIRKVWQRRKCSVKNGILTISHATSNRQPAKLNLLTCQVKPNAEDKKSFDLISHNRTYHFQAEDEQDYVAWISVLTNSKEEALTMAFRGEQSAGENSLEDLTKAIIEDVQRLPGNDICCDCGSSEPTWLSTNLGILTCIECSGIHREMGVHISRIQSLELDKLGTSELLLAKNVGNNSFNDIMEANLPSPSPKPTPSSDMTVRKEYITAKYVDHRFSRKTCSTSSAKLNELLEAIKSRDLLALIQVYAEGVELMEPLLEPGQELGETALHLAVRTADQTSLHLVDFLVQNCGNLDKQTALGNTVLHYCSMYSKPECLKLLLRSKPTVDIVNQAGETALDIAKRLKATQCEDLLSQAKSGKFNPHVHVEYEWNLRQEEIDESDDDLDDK
GC-B act: GC-B (human) receptor activation | HEK293-GC-B cells, CNP EC30, cGMP TR-FRET; 0% at EC30 CNP, 100% saturating CNP | activation, % at 10 µM | 0.11% of 370,000 active | AID 1920062;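 active = activation at 10 µM reaching about 35% in either raw or pattern-adjusted values, limit read from the data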
The depositor's hits bear a star; . = no result given.

SMILES	rCAG binder	ABHD4 inh	PG9 binder	ARFGAP1 inh	SMARCA2 activ	HTRA1 inh	NR1D1 modulator	GC-A act	ASAP1 GAP inh	GC-B act
CC(C)(C#N)Nn1cnnc1	-1	0	1.4	1	-1	3	0	1	-3	-1
O=C(CCc1ccccc1)n1nc(-c2ccco2)nc1SCc1ccccc1	11	5	0.1	-1	0	-6	2	5	0	-2
CC(C1CC1)N(Cc1ccccc1)C(=O)NC(=O)c1cccc(F)c1 (stereo unspecified)	-1	-1	0.0	-3	2	4	3	0	-4	-3
COc1ccc(-n2c(Cc3cccn3C)nnc2SCC(=O)Nc2cccc(Cl)c2)cc1	5	-2	-0.2	-2	-1	-25	9	-9	-1	-2
COc1ccc(CNc2ncnc3ccccc23)cc1	1	-1	-2.8	-5	-4	-2	6	7	2	2
COc1ccc(NC(C)C(=O)Nc2ccc(C#N)cc2)cc1Cl (stereo unspecified)	1	2	-0.2	2	-6	-2	-5	6	0	4
CCOC(=O)N1CCN(C(=O)CCN2C(=O)/C(=C\c3cccc(OC)c3)SC2=S)CC1	3	6	-0.4	-10	0	-6	-23	-7	-8	-5
CC1NC(=O)NC1CCCCCC(=O)Nc1ccc(F)cc1 (stereo unspecified)	-2	1	0.1	-1	1	3	-8	-1	3	-2
O=C(Nc1ccccc1C(=O)O)c1cccc(F)c1	0	1	-0.5	1	-2	-6	-3	1	0	-6
COc1ccc(CCCNC(=O)C2CCC(=O)N(CC3CCCCC3)C2)cc1 (stereo unspecified)	-12	-2	0.3	16	-3	-3	2	0	7	3
COc1ccc(/C=N\NC(=O)c2cccc(Br)c2)c(OC)c1	0	1	2.1	-4	0	4	-1	0	3	6
CCOc1ccc(C(=O)Nc2ccc(NC(=O)c3ccccc3)c(C)c2)cc1[N+](=O)[O-]	-1	0	-1.8	8	-1	2	-12	1	2	-2
COc1ccccc1N1CCC(N2CCN(CC(C)(C)C)C(CCO)C2)CC1 (stereo unspecified)	-12	2	-2.0	5	-3	2	-5	2	13	4
Nc1c(C(=O)N2CCOCC2)sc2nc3c(cc12)CCCC3	4	-2	0.2	2	6	-1	0	3	-12	1
CCOc1ccc(CCN2C(=O)C(=O)N([C@@H](CC(C)C)CN3CCC[C@H]3CN3C(=O)C(=O)NC[C@@H]3Cc3ccccc3)C[C@@H]2Cc2ccccc2)cc1	6	3	0.9	-13	-1	.	1	-6	7	-2
O=C(NCCc1c[nH]c2ccccc12)c1cc2sccc2n1Cc1ccccc1	8	-20	-3.1	-7	-4	-30	-2	-20	12	-14
Cc1ccc(C)c(N2CCN(C(c3ccc(N(C)C)cc3)c3nnnn3C(C)(C)C)CC2)c1 (stereo unspecified)	-3	5	-0.3	5	-3	-3	-2	1	-8	2
COc1ccccc1CN1CCCC(C(=O)N(C)Cc2ccccc2)C1 (stereo unspecified)	-6	14	0.2	-9	1	0	-2	-5	3	-5
Clc1nc(-c2ccccc2)cc(-c2ccc(Br)cc2)n1	.	.	.	.	.	-2	18	3	.	-6
COc1ccc(-c2[nH]ncc2CN(C)C(C)c2ccncn2)c(F)c1 (stereo unspecified)	-1	0	-0.7	-10	1	-2	-5	-5	3	-1
Cn1c(=O)c2nc(SCCO)n(C)c2n(C)c1=O	0	5	-0.6	-1	-3	5	-2	-1	1	0
O=C1CN(C(=O)c2c(F)cccc2F)C(c2ccc(F)cc2)c2cc(F)ccc2N1 (stereo unspecified)	-1	-13	2.7	6	-3	-8	0	-8	10	0
COc1ccccc1CC(=O)NCCCc1ccccc1	-7	-1	-0.7	-2	-1	4	3	-3	2	5
COc1ccc(C(=O)OCCN2CCN(C3CN(Cc4cn(Cc5cccc(C)c5)nn4)S(=O)(=O)C3)CC2)cc1OC (stereo unspecified)	3	4	.	.	-2	.	-1	-1	.	-2
O=[N+]([O-])c1ccc(-c2csc3[n+]2CCS3)cc1	10	9	-0.2	-4	-7	-2	-8	1	-6	8
SMILES	rCAG binder	ABHD4 inh	PG9 binder	ARFGAP1 inh	SMARCA2 activ	HTRA1 inh	NR1D1 modulator	GC-A act	ASAP1 GAP inh	GC-B act
Cc1ncsc1CCC(=O)N1CCCC(Nc2ccc(C(C)C)cc2)C1 (stereo unspecified)	-6	7	-0.4	6	-2	0	2	-1	-8	0
c1ccc(COc2cccc(-c3cc4nc(NCCc5ccncc5)ccn4n3)c2)cc1	8	-50	-0.3	20	-6	.	1	-7	12	-9
O=C(N/N=C/C(Br)=C/c1ccccc1)c1cccs1	9	-21	-1.4	8	3	-24	6	-1	8	0
CCCN(CC(=O)Nc1ccccc1C)C(=O)/C=C/c1ccc(OC)c(OC)c1	1	1	0.0	-4	-4	3	9	2	2	-1
CCC(c1nnc(SCC(=O)NC23CC4CC(CC(C4)C2)C3)o1)N(C)C (stereo unspecified)	-5	0	-0.8	14	1	0	5	0	-5	7
CCOc1ccc(OCCCCN2CCCC2)cc1	0	13	-1.3	-16	-1	-3	-3	-1	-10	5
O=C(CSc1nnc(-c2ccc(F)cc2)o1)Nc1ccc(S(=O)(=O)N2CCCCCC2)cc1	0	-6	0.6	-2	1	-5	1	-1	0	-6
Cc1cc(NC(=O)CN(C)CC(=O)Nc2ccc(Cl)c(C(F)(F)F)c2)no1	-2	-7	-2.1	-3	5	-19	-3	-3	-3	-1
O=C(CSc1nnc(CNC(=O)c2cccs2)o1)c1ccccc1	0	-1	0.3	-5	-4	3	-7	3	-5	4
CCOC(=O)c1ccc(N2C(=O)CC(N3CCC(O)(c4ccc(Br)cc4)CC3)C2=O)cc1 (stereo unspecified)	0	2	-1.2	4	-3	4	1	0	5	2
CC(=O)c1c(C)[nH]c(C(=O)NNC(=O)c2ccc(C)cc2)c1C	3	2	-0.3	-15	-2	6	-3	-2	17	0
CCOc1ccc(S(=O)(=O)NCCC(=O)Nc2nnc(C)s2)cc1	1	5	-0.7	3	-1	1	3	-3	-1	3
C=CCOc1cccc(/C=C\c2nc(O)c([N+](=O)[O-])c(=O)[nH]2)c1	7	-2	1.4	-3	-1	1	-7	-5	-11	2
COc1cc(NC(=O)c2ccccc2)c(OC)cc1NC(=O)Cc1cccs1	28	7	-1.5	-6	-1	.	2	-8	-9	-6
CCN1C(=O)/C(=C2\SC(N3CCCCC3)=NC2=O)c2ccccc21	3	2	-7.7	1	2	1	0	-2	8	1
Oc1c(Cl)cc(Cl)c2c1NCCC2	8	38*	-1.9	5	-4	51*	2	-1	-6	1
Cc1nc2sc3c(c2c(=O)[nH]1)CCCC3	1	2	-0.8	5	-1	3	4	2	-5	3
O=C(CSc1ncn(-c2ccccc2)n1)N1CCN(c2ccccc2)CC1	-2	-2	-0.9	-1	-1	-6	-4	-7	17	-2
CC(C(=O)NCCN1CCOCC1)c1ccc([N+](=O)[O-])cc1 (stereo unspecified)	2	2	-0.8	-4	2	4	-3	4	-2	3
CCc1ccc(OCC(=O)Nc2ccc(N3CCN(C(=O)c4ccccc4)CC3)cc2)cc1	-3	58*	0.9	9	0	-6	-5	1	-3	4
N=c1oc2ccccc2cc1-c1nc(-c2ccccc2)cs1	10	-6	5.0	-1	1	-9	1	0	19	4
CN1C(=O)/C(=C/c2ccccc2OCc2cccc(F)c2)NC1=S	2	-2	-2.3	-3	0	-18	-1	4	6	8
CCCNC(=O)NC(=O)COC(=O)CNS(=O)(=O)/C=C/c1ccccc1	-1	3	-1.6	4	1	11	2	1	-2	-4
COc1ccc(/C=C/C(=O)Nc2ccccc2C(=O)O)cc1	11	-6	-0.9	6	2	1	-3	1	-16	-6
Clc1cccc(-c2noc3ncnc(Nc4ccc5c(c4)OCO5)c23)c1	0	4	-0.9	-11	0	5	-1	2	5	-7

Three entries out of the list above, sorted by the number in HTRA1 inh, ascending:
mol	HTRA1 inh
Cc1cc(NC(=O)CN(C)CC(=O)Nc2ccc(Cl)c(C(F)(F)F)c2)no1	-19
CCN1C(=O)/C(=C2\SC(N3CCCCC3)=NC2=O)c2ccccc21	1
O=C(CSc1nnc(CNC(=O)c2cccs2)o1)c1ccccc1	3

Other records
SMILES	rCAG binder	ABHD4 inh	PG9 binder	ARFGAP1 inh	SMARCA2 activ	HTRA1 inh	NR1D1 modulator	GC-A act	ASAP1 GAP inh	GC-B act
COc1ccc(-n2c(CNC(=O)COc3ccccc3)n[nH]c2=S)cc1	-2	13	-2.6	-6	1	12	1	0	-7	1
COc1ccc(C(=O)N/N=C/C(Br)=C/c2ccccc2)cc1	1	-8	-2.4	15	8	-17	7	-3	12	1
CCOC1=C2CN(S(=O)(=O)c3ccccc3)[C@H](c3ccccc3)C[C@H]2n2c(=O)n(-c3ccccc3)c(=O)n2C1	3	3	0.1	-14	-2	.	-1	-2	-2	-3
O=C1c2ccccc2NC(c2cccc(O)c2)N1O (stereo unspecified)	2	3	-2.1	-5	4	20	1	-3	8	-1
O=C1CCCC2=C1C(c1ccc(Br)cc1)c1c([nH]c(=S)[nH]c1=O)N2 (stereo unspecified)	24	1	-2.4	-7	-5	-4	-4	4	1	2
CN(C)S(=O)(=O)c1cccc(C(=O)NCCNC(=O)c2cccc(S(=O)(=O)N(C)C)c2)c1	1	2	0.9	-16	-1	3	6	-1	2	-2
Cc1cc(C)c(NC(=O)CNC(=O)COC(=O)CN2C(=O)NC3(CCCC3)C2=O)c(C)c1	0	2	1.0	2	-1	2	0	-2	12	2
CCNC(=O)C[C@@H]1C=C[C@@H](NS(=O)(=O)c2ccc(F)cc2)[C@@H](CO)O1	-1	3	1.2	5	-5	.	2	1	4	-2
Cc1nn(C)cc1S(=O)(=O)N1CCN(c2ccc(F)cc2)CC1	-4	-2	-2.1	6	-2	1	-2	1	-1	-3
CC(c1nc2scc(-c3ccccc3)c2c(=O)[nH]1)N1CCN(CC(=O)NC2CC2)CC1 (stereo unspecified)	-1	4	1.7	-7	-2	-3	4	1	-2	-6
Cc1ccc(C(=O)NC2CCN(CC(=O)NC3CCC(C)CC3)CC2)cc1 (stereo unspecified)	-8	3	0.4	2	-2	-5	-2	0	7	10
CCCCc1c(-c2ccccc2OC)ncn1CCc1ccccc1OC	-1	1	-0.5	-4	-8	.	9	-26	16	-17
O=C(Nc1ccccc1)c1ccc(OC(=O)c2cc3ccccc3o2)cc1	3	0	-2.3	-12	-1	1	9	-1	0	2
CCSc1nnc(NC(NC(=O)c2ccco2)(C(F)(F)F)C(F)(F)F)s1	0	0	-2.4	-9	1	0	4	-3	-4	7
CC(C)(C)c1ccc(C(=O)c2c[nH]c(C(=O)NCc3cccnc3)c2)cc1	-3	-8	-3.4	2	0	-27	1	-8	5	-1
O=C(Cn1c(=O)[nH]n(-c2ccccc2)c1=O)N1CCCc2ccccc21	5	3	-1.4	2	-7	-1	10	-3	1	-2
Cc1ccccc1NC(=O)COC(=O)CCc1ccccc1	-3	-8	0.1	4	5	4	-9	0	-2	-5

Profiles as entered above. Order of values: rCAG binder | ABHD4 inh | PG9 binder | ARFGAP1 inh | SMARCA2 activ | HTRA1 inh | NR1D1 modulator | GC-A act | ASAP1 GAP inh | GC-B act
CC(C)(C)c1ccc(C(=O)c2c[nH]c(C(=O)NCc3cccnc3)c2)cc1 in the list: -3 | -8 | -3.4 | 2 | 0 | -27 | 1 | -8 | 5 | -1
O=C1c2ccccc2NC(c2cccc(O)c2)N1O (stereo unspecified) in the list: 2 | 3 | -2.1 | -5 | 4 | 20 | 1 | -3 | 8 | -1
Cc1cc(C)c(NC(=O)CNC(=O)COC(=O)CN2C(=O)NC3(CCCC3)C2=O)c(C)c1 in the list: 0 | 2 | 1.0 | 2 | -1 | 2 | 0 | -2 | 12 | 2
Cc1ccccc1NC(=O)COC(=O)CCc1ccccc1 in the list: -3 | -8 | 0.1 | 4 | 5 | 4 | -9 | 0 | -2 | -5
